# HEK293 tox = qHTS of GLP-1 Receptor Inverse Agonists: Cytotox Screen | HEK293 cAMP-luciferase reporter cells, luminescence, 24 h | actives 0.13% (n = 410,000) | Potency, µM (highest dose often 38.3 µM), for the others: at the top dose activity change, negative = inhibition, hits mostly inhibitors | AID 624418, 2012;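 also: loss of luciferase light is scored as toxicity; potency is read from the fitted curve at half-maximal effect; % is scaled to controls: 0 for no effect and ±100 for the full control effect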
#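 To flag toxic compounds, the library was rerun on cells for 24 hr at 37 deg C and 5% CO2. Viability-linked luminescence was captured 12 min after adding luciferase detection reagent.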
# IL-2 act = qHTS of IL-2 Activators | actives 0.065% (n = 360,000) | IL-2 activation reporter assay, cell-based qHTS; stimulated with anti-CD3/CD4/CD28 beads; in transgenic mouse T cells | activation, % (series mostly up to about 46 µM); in the data active = activation above about 50%; inconclusive = mostly about 30% to 49%; also: 0% is about no effect
#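 EGFP and DsRed fluorescence is measured by plate cytometry in unstimulated transgenic mouse T cells exposed to compound for 60 minutes, then stimulated 18 hours at 37 degrees C with anti-CD3/anti-CD4 beads plus anti-CD28.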
# EPAC1 antagonist = qHTS for Antagonist of cAMP-regulated guanine nucleotide exchange factor 3 (EPAC1): primary screen; Rap guanine nucleotide exchange factor 3 (Homo sapiens), O95398; EPAC1 GEF assay, Rap1b-BODIPY-GDP exchange fluorescence; Potency, µM (titrated, usually from 115 µM), without a hit: top-dose activity change, negative = inhibition, hits mostly inhibitors; actives 0.14% (n = 360,000); AID 720709, 2013;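 also: potency is read from the fitted curve at half-maximal effect; plate controls were vehicle for no effect and positive control for full effect; nearly all actives have a fitted effect of over 50% in size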
# PI5P4K alpha inh = qHTS for Inhibitors of phosphatidylinositol 5-phosphate 4-kinase (PI5P4K); Phosphatidylinositol 5-phosphate 4-kinase type-2 alpha (Homo sapiens), P48426; PI5P4Kalpha enzyme, ADP-Glo luminescence, 60 min; hits give low values; max response, %; actives 1.2% (n = 330,000); AID 652105, 2013; active = max response of -50% or lower; inconclusive = between -30% and -50%; inactive = -30% or higher; also: value at the top dose of about 77 µM; % is scaled to controls: 0 for no effect and ±100 for the full control effect
# Target sequence (P48426 whole entry, looked up): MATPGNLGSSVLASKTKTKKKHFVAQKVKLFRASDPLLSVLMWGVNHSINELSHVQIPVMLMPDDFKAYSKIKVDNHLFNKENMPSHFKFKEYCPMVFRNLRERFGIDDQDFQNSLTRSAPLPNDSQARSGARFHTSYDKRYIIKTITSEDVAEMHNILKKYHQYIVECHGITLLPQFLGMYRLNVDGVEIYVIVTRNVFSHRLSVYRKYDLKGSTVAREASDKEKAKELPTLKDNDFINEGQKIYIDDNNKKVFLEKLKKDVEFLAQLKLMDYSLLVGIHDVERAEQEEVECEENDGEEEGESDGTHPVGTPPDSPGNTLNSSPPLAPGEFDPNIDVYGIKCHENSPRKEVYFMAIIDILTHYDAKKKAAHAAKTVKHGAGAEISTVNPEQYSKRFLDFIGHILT
#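 PI5P4Kalpha ADP-Glo assay; 5 microM ATP final; 60 min RT reaction; HEPES pH 7.4/EGTA/CHAPS, 5% DMSO; controls lacking substrate or enzyme; luminescent end-point.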
# PTHR1 ag = qHTS for PTHR1 Agonists: Primary Screen | Parathyroid hormone/parathyroid hormone-related peptide receptor (Homo sapiens), Q03431 | HEK293 GP2 PTHR1 cells, GloSensor cAMP luminescence, 1 h | Potency, µM (top dose mostly 115 µM), for inactives: top-dose activation, most hits filed as activators | actives 0.075% (n = 410,000); also: potency is read from the fitted curve at half-maximal effect; nearly all actives have a fitted effect of over 55% in size; some results filed as inactive show a strong effect at the top dose; inactives centre near -15; many of its hits are not listed in these tables
#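 HEK-293-derived GP2 cells expressing PTHR1 and a GloSensor cAMP reporter, 3,000/well, plated overnight, given luciferin plus IBMX (each 0.5 mM as added) for 1 h at 37 °C, then compound for 1 h at 37 °C. Luminescence was read after 15 min at room temperature.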
# EPAC1 agonist = qHTS for Agonist of cAMP-regulated guanine nucleotide exchange factor 3 (EPAC1): primary screen; actives 0.073% (n = 360,000); EPAC1 agonist qHTS, biochemical assay; response scale: 100% = response to 6.5 mM cAMP; Rap guanine nucleotide exchange factor 3 (Homo sapiens), O95398; AID 720707, 2013; Potency, µM (titrated, usually from 154 µM), for inactives: at the top dose activation, usual class: activators; also: potency is read from the fitted curve at half-maximal effect; nearly all actives have a fitted effect of over 60% in size
#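 Compounds were pinned as a concentration titration into mixtures of EPAC1 (100 nM), BODIPY-GDP-loaded Rap1B (250 nM) and GDP (50 uM). After 5 min at room temperature, fluorescence was followed for 30 min; activity was scaled to 6.5 mM cAMP.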
# GLP1R inv ag = qHTS of GLP-1 Receptor Inverse Agonists (Inhibition Mode); AID 624417, 2012; Glucagon-like peptide 1 receptor (Homo sapiens), P43220; Potency, µM (series often up to 38.3 µM), for inactives: top-dose activity change, negative = inhibition, hits mostly inhibitors; actives 1.6% (n = 410,000); HEK293 GLP-1R CRE-luciferase, luminescence, 24 h; GLP-1R form is constitutively active; also: potency is read from the fitted curve at half-maximal effect; % is scaled to controls: 0 for no effect and ±100 for the full control effect; nearly all actives have a fitted effect of over 55% in size
#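 Cells are plated, allowed 12 hours at 37 deg C, then treated with compounds for 24 hr before luciferase detection reagent is added and luminescence is read after 12 min at room temperature. The HEK293 line carries constitutively active GLP-1R with a cAMP-responsive reporter.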
# GLP1R ag = qHTS of GLP-1 Receptor Agonists; actives 0.007% (n = 380,000); HEK293 GLP-1R CRE-luciferase, luminescence, 4-6 h; cells express a hypersensitive GLP-1R form; Potency, µM (doses to about 45.6 µM), for the others: top-dose activation, hits mostly activators; Glucagon-like peptide 1 receptor (Homo sapiens), P43220; AID 624172, 2012; also: potency is read from the fitted curve at half-maximal effect; % of control where 0% means no effect
# PLK1 PBD block = qHTS for Inhibitors of PLK1-PDB (polo-like kinase 1 - polo-box domain): Primary Screen | actives 2.8% (n = 360,000) | Potency, µM, without a hit: max response, negative = inhibition, usual class: inhibitors | Serine/threonine-protein kinase PLK1 (Homo sapiens), P53350 | AID 720504, 2013 | Plk1 PBD binding of FITC phosphopeptide, fluorescence polarization; also: potency is read from the fitted curve at half-maximal effect; series mostly up to about 57 µM; % is scaled to controls: 0 for no effect and ±100 for the full control effect; nearly all actives have a fitted effect of over 65% in size
# Target sequence (P53350 whole entry, looked up, the tested form may be a part): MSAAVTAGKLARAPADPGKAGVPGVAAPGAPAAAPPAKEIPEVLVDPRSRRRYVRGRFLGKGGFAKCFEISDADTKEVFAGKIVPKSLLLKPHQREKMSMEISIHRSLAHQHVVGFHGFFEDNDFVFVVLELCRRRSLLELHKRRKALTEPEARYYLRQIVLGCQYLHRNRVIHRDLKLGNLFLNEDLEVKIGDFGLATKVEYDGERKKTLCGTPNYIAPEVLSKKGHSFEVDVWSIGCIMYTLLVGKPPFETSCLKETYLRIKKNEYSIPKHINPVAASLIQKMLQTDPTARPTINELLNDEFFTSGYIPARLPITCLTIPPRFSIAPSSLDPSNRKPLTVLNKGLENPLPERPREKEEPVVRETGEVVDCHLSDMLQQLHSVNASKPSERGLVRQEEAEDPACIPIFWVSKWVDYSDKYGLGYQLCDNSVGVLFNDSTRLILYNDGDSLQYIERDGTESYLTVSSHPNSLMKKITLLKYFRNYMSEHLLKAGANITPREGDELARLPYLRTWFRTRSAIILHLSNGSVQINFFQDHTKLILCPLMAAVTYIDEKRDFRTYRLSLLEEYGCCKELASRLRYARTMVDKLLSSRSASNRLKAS
# Numbers without * were called inactive; i = inactive; ? = inconclusive; . = not tested or not shown; [ ] = dose if it differs, or a comment. Unless noted, calls follow the shape of the dose curve; as a rule, active = well fitted curve in the direction sought with a large enough effect; inconclusive = small, poorly fitted or top-dose-only effect, or another doubt; inactive = no such curve, though single readings can be large; an effect the other way counts as inactive or inconclusive. An excerpt. The share of hits here may be higher or lower than overall.
SMILES,HEK293 tox,IL-2 act,EPAC1 antagonist,PI5P4K alpha inh,PTHR1 ag,EPAC1 agonist,GLP1R inv ag,GLP1R ag,PLK1 PBD block
N=c1sccn1CC(=O)Nc1ccccc1-c1ccccc1,13%,-0.6,0%,2,i,-2%,8%,24%,-7%
COc1ccc(Cl)cc1NC(=O)CNCC(c1ccccc1)N(C)C (stereo not given),13%,3.7,-3%,14,-2%,9%,?,3%,-7%
CN1CCN(S(=O)(=O)c2ccc(NC(=O)c3ccccc3Cl)cc2)CC1,2%,-2.6,-14%,1,-20%,11%,0%,6%,-3%
COc1ccccc1-c1nc(SCC(=O)N2CCOCC2)n[nH]1,8%,-0.7,2%,10,-3%,-5%,4%,-1%,-1%
Cc1nc2ccccc2n1CC(=O)OCC(=O)NC1CC1,-2%,2.0,2%,-5,-2%,1%,24%,-2%,-4%
C=CCOc1ccccc1CNCCNC(=O)c1nonc1N,13%[7.66 µM],-0.7,-2%,1,-14%,-7%,-7%[7.66 µM],-3%,1%
O=C(C1CCCN(S(=O)(=O)c2cccnc2)C1)N1CCn2c1nc1ccccc12 (stereo not given),-7%,-2.1,-16%,-3,-19%,2%,2%,-3%,-16%
Cc1cc(C)nc(SCCCNCc2ccc(Br)cc2)n1,2%,-2.4,-8%,2,i,-7%,?,5%,4%
CCN(CC)C(=S)SC1CCCCN(C(=O)c2ccc(F)cc2)C1=O (stereo not given),3%,-2.7,-4%,3,i,4%,?,9%,-6%
COc1ccc(CCNC(=O)CN2C(=O)NC3(CCCCC3)C2=O)cc1,1%,2.0,5%,-3,i,-1%,14%,-2%,6%
O=C(/C=C/c1cccs1)NC(=S)Nc1ccc(C(=O)O)cc1,-12%,-0.5,-23%,-72*,-3%,-14%,18%,-8%,-14%
COc1cccc(NC(=S)N(CCCN2CCCC(C)C2)Cc2cccs2)c1 (stereo not given),-2%[7.66 µM],1.0,3%,-2,14%,0%,-14%[7.66 µM],-9%,2%
O=C(Nc1ccc(N2CCN(C(=O)c3ccccc3)CC2)cc1)c1ccc2c(c1)OCO2,-15%,-1.9,8%,.,-37%[inhibitor],-3%,0%,-15%,0%
O=C(CSc1cn(CCNC(=O)c2cccs2)c2ccccc12)NCc1ccccc1,-1%,-2.0,-8%,1,-50%[inhibitor],-4%,-27%,-3%,0%
Cc1ccc(-c2nc3cnccn3c2Nc2ccc3c(c2)OCCO3)o1,-1%,-1.0,6%,-6,-25%,-6%,48%[activator],2%,-6%
O=C(CNC(=O)c1ccco1)OCc1ccccc1Cl,-5%,0.2,3%,0,-7%,4%,5%,7%,-9%
Cn1c(=O)c(=O)n(C)c2cc(S(=O)(=O)CCC(=O)N3CCCCC3)ccc21,2%,-0.4,-19%,-11,i,-9%,7%,2%,-3%
CCCCn1c(N)c(N(CC(C)C)C(=O)Cc2ccc3c(c2)OCCO3)c(=O)[nH]c1=O,-2%,-0.6,-6%,1,i,-1%,-16%,1%,-2%
COc1ccccc1-c1cnn2c(NCCc3ccccc3)cc(C)nc12,5%,0.0,-14%,10,-5%,3%,?,16%,3%
COc1cccc(NC(=O)CSc2nnc(CNC(=O)c3ccccc3)n2C)c1,-3%,-3.4,5%,.,-12%[57.5 µM],-1%,0%,-11%,-4%
O=C1NC[C@@H](CCCCN2C[C@H](Cc3ccccc3)N(CC3CCCCC3)C(=O)C2=O)N(Cc2ccccc2)C1=O,1%,-0.8,-1%,0,-6%,-19%,7%,4%,2%
O=C(/C=C/[C@H]1O[C@@H](n2cnc3c(NC(=O)c4ccccc4)ncnc32)[C@H](O)[C@@H]1O)NCC1CCCO1 (stereo not given in full),6%,1.1,-19%,-3,15%,0%,32%[activator],-2%,-7%
CCCS(=O)(=O)NC(=O)C1(C)CCN(C(=O)c2c(F)ccc(C)c2F)C1 (stereo not given),-9%,0.3,1%,2,-7%,0%,9%,0%,-8%
O=C(NCc1ccc(F)cc1)C(Cc1ccccc1)n1cccc1 (stereo not given),2%,-1.3,-25%,-7,-15%,-2%,11µM*,3%,-21%
O=C(O)c1ccc(N=C2SCC(=O)N2Cc2ccccc2)cc1,14%,-3.1,11%,2,i,-5%,14%,2%,-4%
CCOc1ccc2nc(SCc3cccc(C)c3)nc(C)c2c1,-3%[1.53 µM],-0.1,22%,0,i,-16%,20%,-2%,-25%
O=C(Nc1ccc(N2CCCC2)c(Cl)c1)c1ccc([N+](=O)[O-])o1,?,-4.2,-8%,0,-17%,9%,?,10%,-3%
CC(=O)Nc1cn(-c2ccccc2)nc1-c1ccccc1,-3%,-1.9,-6%,-4,i,5%,10%,6%,-5%
Cc1ccc(S(=O)(=O)NCCC(=O)Nc2ccc(S(=O)(=O)NC(C)C)cc2)cc1,11%,-4.7,-5%,3,i,-8%,-7%,-1%,-5%
CCOc1cc(/C=N/NC(=O)C(N)=O)cc(Br)c1O,-4%,-3.4,?,-26,i,15%,6%,4%,-27%
CCN(CC(=O)NC(C)(C)C)C(=O)c1ccc(Br)cc1,-4%,-0.6,8%,9,-62%,2%,1%,-1%,1%
COc1ccc(/C=N/OCC(=O)Nc2cc(C)on2)cc1OC,5%,1.3,1%,6,i,-4%,43%[activator],?,-4%
CCCCOc1cccc(C(=O)Nc2ccc(NC(=O)c3ccco3)cc2)c1,10%,-0.9,-8%,-4,i,-19%,-10%,-2%,-1%
CN(CC(=O)NNC(=O)CCNS(=O)(=O)c1ccccc1)S(=O)(=O)c1ccc(Cl)cc1,9%,-3.9,-14%,4,-16%,1%,-19%,5%,-18%
COc1cc(/C=N/NC(=O)CCN2CCN(C(c3ccccc3)c3ccccc3)CC2)ccc1O,-26%,-0.4,-26%,0,-9%,10%,?,5%,-6%
CC1(CCBr)C(=O)N(c2ccccc2)c2ccccc21 (stereo not given),3%,1.5,9%,0,-21%,5%,?,2%,1%
COc1ccc(N/C=C/C(=O)c2cc(OC)c(OC)c(OC)c2)cc1,-23%,-1.5,-17%,-1,?,4%,0%,?,-4%
COc1ccc(S(=O)(=O)NCC2CCC(C(=O)NCc3ccc(F)cc3)CC2)cc1 (stereo not given),5%,0.6,2%,1,i,-14%,13%,4%,-8%
COc1ccccc1N1CCN(C(=O)CCn2c(=O)[nH]c3ccccc3c2=O)CC1,-4%,-1.2,19%,3,-1%[57.5 µM],-1%,0%,-8%,-3%
CCc1ccc(OCC(=O)Nc2ccc(S(=O)(=O)Nc3ccccn3)cc2)cc1,-5%,2.7,-8%,-4,-16%,0%,-21%,-1%,-2%
CN(CCc1ccccc1)C(C(=O)Nc1ccc2c(c1)OCCO2)c1ccnc2ccccc12 (stereo not given),-3%,-0.7,-9%,-1,-27%,9%,?,5%,-3%
Clc1ccc(-c2ccc(C=Nc3ccc(N4CCOCC4)cc3)o2)cc1,-15%,-0.6,-6%,-6,-17%,-6%,?,-2%,1%
O=C1Nc2ccc(Br)cc2C1Cc1ccccc1F (stereo not given),-11%,-2.3,-7%,9,-9%,-4%,?,31%,-15%
O=[N+]([O-])c1cc(S(=O)(=O)Nc2ccccc2)ccc1Nc1ccccc1,-21%,0.2,-10%,-16,-28%,17%,?,16%,2%
O=C(O)C1CCCC2CN3CCc4c([nH]c5ccccc45)C3C(O)C21 (stereo not given),-6%,-0.4,-2%,-3,i,8%,1%,-2%,-24%
C=CCNC(=O)c1sc(=S)n(-c2ccc(C(=O)OCC)cc2)c1N,1%,-2.4,-15%,.,-66%[inhibitor],13%,4%,3%,21µM*
CS(=O)(=O)N(CCc1ccccc1)CC(=O)NCc1ccncc1,-10%,2.0,-1%,.,i,0%,6%,-1%,-2%
O=C1N(Cc2ccccc2)CC2(Br)COCOC12O (stereo not given),1%,-6.8,4%,-62*,i,2%,13%,-1%,2.7µM*
O=C(CCCOc1ccccc1)OCn1nnc2ccccc2c1=O,5%,0.5,-13%,-1,i,5%,28%,-1%,-2%
Cc1cc(/C=N/NC(N)=O)c(C)c(CO)c1,8%,-0.5,-13%,-2,-5%,-3%,4%,3%,-1%
CC1CC(C)(C)CC2(C1)NC(=O)N(CC(=O)Nc1c(F)cccc1F)C2=O (stereo not given),3%,3.3,-1%,-2,-23%,2%,1%,7%,-5%
CCCCc1cn([C@@H](CCCCNC(=O)OC(C)(C)C)C(=O)N2CCN(C(=O)OC(C)(C)C)CC2)nn1,16%,-0.5,-13%,6,-18%,-2%,-29%,2%,-9%
O=C(CNC(=O)c1cccc(N2C(=O)c3ccccc3C2=O)c1)Nc1ccc(F)c(F)c1,0%,0.4,10%,-2,-49%[inhibitor],11%,16%,-1%,2%

# Copied from the results shown, 2 compounds:
SMILES,HEK293 tox,IL-2 act,EPAC1 antagonist,PI5P4K alpha inh,PTHR1 ag,EPAC1 agonist,GLP1R inv ag,GLP1R ag,PLK1 PBD block
CN(CCc1ccccc1)C(C(=O)Nc1ccc2c(c1)OCCO2)c1ccnc2ccccc12 (stereo not given),-3%,-0.7,-9%,-1,-27%,9%,?,5%,-3%
Clc1ccc(-c2ccc(C=Nc3ccc(N4CCOCC4)cc3)o2)cc1,-15%,-0.6,-6%,-6,-17%,-6%,?,-2%,1%
